High-throughput results from PubChem.
HCV NS3 hel inh – inhibitors of HCV NS3 helicase, primary screen, biochemical, Cy5 molecular beacon fluorescence; NS3 helicase DNA unwinding; inhibition, % at 10.9 µM; actives 0.56% (n = 290,000); AID 1800, 2009;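 active = inhibition above the mean of all tested compounds plus 3 SD, set per campaign, cut at about 35% in these data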;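 note: 0% = DMSO wells and 100% = thioflavine S control wells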
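Assay system – hepatitis C virus NS3 helicase domain fragment enzyme · Buffer or medium – MOPS pH 6.5, MgCl2, DTT, Tween20, BSA · Reagent – Cy5/quencher beacon DNA duplex and ATP to start · Compound – single 10.9 µM dose · Timing – 1 h at 25 °C · Technique – Cy5 beacon fluorescence read at start and 1 h · Measure – % inhibition of unwinding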
VIM-2 inh – VIM-2 metallo-beta-lactamase inhibitors, primary screen, biochemical, epi-absorbance readout, Pseudomonas aeruginosa enzyme; purified VIM-2, nitrocefin hydrolysis, epi-absorbance fluorescence; inhibition, % at 5.6 µM; actives 0.89% (n = 290,000); AID 1527, 2009;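 active = inhibition above the mean of all tested compounds plus 3 SD, cutoff set per screening run, cut at about 7.5% in these data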;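 note: red hydrolysis product quenches plate fluorescence so inhibitors raise well fluorescence; 0% = enzyme with DMSO and 100% = DMSO without enzyme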
IMP-1 inhibitor – IMP-1 metallo-beta-lactamase inhibitors, primary screen, biochemical, epi-absorbance readout, Pseudomonas aeruginosa enzyme; purified IMP-1, nitrocefin hydrolysis, epi-absorbance fluorescence; actives 0.45% (n = 290,000); AID 1556, 2009; inhibition, % at 5.6 µM; metallo-beta-lactamase IMP-1 (Pseudomonas aeruginosa);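 active = inhibition above the mean plus 3 SD of all compounds in the same screening run, cut at about 4.5% in these data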;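 note: 0% = IMP-1 with DMSO and 100% = DMSO wells lacking enzyme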
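System: Purified IMP-1 | Read-out basis: Percent enzyme inhibition | Controls: IMP-1 with DMSO as 0%, enzyme-free DMSO as 100% | Replicates: One well per compound | Doses: 5.6 µM nominal single concentration | Detection: Epi-absorbance fluorescence, 480 nm excitation, 530 nm emission | Incubation: 25 °C, 15 min preincubation, 25 min reaction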
p-CIP stab down – p/CIP-EGFP fusion destabilizers, primary screen, fluorescence, F442A cells; Q05BA5; 16 h; decrease of EGFP signal, % at 10 µM; actives 0.01% (n = 290,000);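 active = EGFP signal decrease of at least 30% at 10 µM or well 3 SD below plate mean, unless failing retest; inactive = the rest, including hits failing retest or dose response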; note: some compounds called inactive have numbers as strong as hits; many of its hits are not listed in these tables
UBC9 SUMO inh – inhibitors of in vitro SUMOylation cascade, primary screen, biochemical, HTRF, uHTS; AID 2006, 2009; SUMO-conjugating enzyme UBC9 (Homo sapiens), P63279; actives 0.36% (n = 290,000); HTRF SUMOylation assay, SAE1/SAE2 + UBC9; inhibition, % at 35 µM; in the data active = inhibition above about 50%, passing the limit was not always enough; note: strong numbers were not always called active
Target sequence (P63279 whole entry, looked up): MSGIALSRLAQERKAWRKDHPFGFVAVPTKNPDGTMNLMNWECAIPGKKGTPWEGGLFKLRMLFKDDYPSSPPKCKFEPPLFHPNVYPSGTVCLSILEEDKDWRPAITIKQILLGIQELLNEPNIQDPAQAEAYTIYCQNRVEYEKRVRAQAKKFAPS
FID counter – compounds displacing fluorescent DNA intercalator, primary screen, artefact control for HCV NS3 helicase inhibitor project, biochemical, FID fluorescence; DNA fluorescent intercalator displacement; inhibition, % at 7.9 µM; actives 0.17% (n = 290,000); AID 1845, 2009; in the data active = inhibition above about 37%;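 note: 0% = vehicle and 100% = reference compound; higher means more ethidium bromide displaced from hairpin DNA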
MEKK3 PB1 HTS – modulators of MEKK3-MEK5 PB1 binding, primary screen, biochemical, wildtype MEKK3, multiplex bead flow cytometry, Alexa488-MEK5; AID 1529, 2009; actives 1.4% (n = 290,000); binding response (% of control), % at 10 µM; bead-based flow cytometry, Alexa488-MEK5 binding to MEKK3; actives lie on both sides; 0 = blocked by unlabeled MEK5, 100 = vehicle;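 active = binding response more than 3 SD above or below the average of its plate-row segment, actives on both sides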;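 note: Alexa488 bead fluorescence after subtracting the streptavidin-only scavenger bead signal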
Target sequence (Q99759 whole entry, looked up): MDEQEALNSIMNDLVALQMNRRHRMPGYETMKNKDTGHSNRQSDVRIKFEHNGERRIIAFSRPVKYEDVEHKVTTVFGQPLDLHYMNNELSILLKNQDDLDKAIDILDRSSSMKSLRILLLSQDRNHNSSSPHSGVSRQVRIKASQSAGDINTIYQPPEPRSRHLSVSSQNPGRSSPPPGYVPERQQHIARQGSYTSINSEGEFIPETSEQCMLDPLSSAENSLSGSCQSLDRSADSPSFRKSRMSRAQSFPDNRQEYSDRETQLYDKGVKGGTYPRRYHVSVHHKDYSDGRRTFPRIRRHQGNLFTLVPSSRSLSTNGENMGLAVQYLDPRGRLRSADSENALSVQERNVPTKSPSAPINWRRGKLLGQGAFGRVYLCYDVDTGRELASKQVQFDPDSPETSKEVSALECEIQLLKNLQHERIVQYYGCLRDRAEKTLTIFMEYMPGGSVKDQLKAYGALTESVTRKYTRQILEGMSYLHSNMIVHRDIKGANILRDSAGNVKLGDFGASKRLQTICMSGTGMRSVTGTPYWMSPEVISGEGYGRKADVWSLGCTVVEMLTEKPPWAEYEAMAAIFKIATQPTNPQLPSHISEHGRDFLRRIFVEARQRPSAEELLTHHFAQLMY
IDE cell activ – human IDE activators in live cells, primary screen, fluorescence polarization, HEK cells, FAbeta-B substrate; Insulin-degrading enzyme (Homo sapiens), P14735; FAbeta-B cleavage; 0% vehicle, 100% cell-free pure enzyme wells; activation, % at 5.96 µM; actives 0.073% (n = 340,000); AID 493087, 2011;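 active = activation above the mean of all tested compounds plus 3 SD, set per screening campaign, cut at about 17% in these data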
PHOSPHO1 block – PubChem AID 1565; Phosphoethanolamine/phosphocholine phosphatase (Homo sapiens), Q8TCT1; recombinant PHOSPHO1, absorbance phosphatase assay; actives 1.1% (n = 290,000); inhibition, % at 13.3 µM; in the data active = inhibition above about 60%
Target sequence (Q8TCT1 whole entry, looked up): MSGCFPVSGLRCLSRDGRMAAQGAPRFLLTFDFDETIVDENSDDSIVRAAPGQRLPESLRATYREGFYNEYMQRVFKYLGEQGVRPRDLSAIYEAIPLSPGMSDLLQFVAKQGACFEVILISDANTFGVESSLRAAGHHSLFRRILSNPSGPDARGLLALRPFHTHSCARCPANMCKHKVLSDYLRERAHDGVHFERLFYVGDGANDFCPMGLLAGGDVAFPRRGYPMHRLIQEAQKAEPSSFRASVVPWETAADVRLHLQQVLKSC
* = called active by the depositor; · = not tested or not shown; [ ] = another dose, or the depositor's remark. These rows are one share of the data. The share of hits here may be higher or lower than overall.

SMILES	HCV NS3 hel inh	VIM-2 inh	IMP-1 inhibitor	p-CIP stab down	UBC9 SUMO inh	FID counter	MEKK3 PB1 HTS	IDE cell activ	PHOSPHO1 block
COC(C(=O)N/N=C(\C)c1ccc(C)cc1)c1ccccc1 (stereo not given)	2	-3.7	-3.3	0	24	-13	105	2	44
COc1ccc(/C=C/C(=O)Oc2cccc(/C=N/NC(=O)Cc3ccc(Br)cc3)c2)cc1	-9	-1.6	-3.8	-3	13	-4	92	-1	34
Cc1cccc(/N=C/c2c(O)ccc3oc4c(c23)CCCC4)n1	-4	-3.1	-1.4	-16	14	2	101	1	-5
Cc1cc(Br)ccc1OCC(=O)NNC(=O)c1ccc(NC(=O)C2CC2)cc1	-1	1.0	-1.2	0	19	-9	·	5	6
COC(=O)c1ccc(CSc2nc3c(c(=O)n2-c2ccc(F)cc2)SCC3)o1	-7	-1.5	-1.4	-4	-16	-19	90	2	0
NS(=O)(=O)c1ccc(CCNC(=O)Cc2c[nH]c3ccccc23)cc1	3	0.6	-2.8	-9	8	-4	97	2	-7
CC1c2cc3c(cc2CCN1C(=O)c1ccc(C(F)(F)F)cc1)OCCCO3 (stereo not given)	8	-3.1	-1.7	-14	2	-45	101	-7	32
Cc1cn2c(nc1=O)OC1C(O)C(COC(=O)c3ccccc3)OC12 (stereo not given)	0	-2.2	-3.7	-6	21	3	104	-2	-21
COc1ccc(/C=C(/NC(=O)c2ccccc2)C(=O)N2CCCC2)cc1OC	-5	-2.1	-3.1	-16	4	-27	99	-1	40
Cc1nc([N+](=O)[O-])c(Sc2nc3ccc([N+](=O)[O-])cc3[nH]2)n1Cc1ccccc1	7	-3.4	-3.3	-11	47	9	102	-1	-15
CC(C)(C)c1ccc(C(=O)Nn2cnnc2)cc1	8	-1.8	-1.8	-3	5	-3	102	0	9
CC(=O)c1ccc(N2CCN(S(=O)(=O)c3csc(C(N)=O)c3)CC2)cc1	-6	-1.9	-3.8	-9	-1	-9	108	6	15
CCN(CC)C(=O)C(=O)c1cn(CC(=O)NCc2ccc3c(c2)OCO3)c2ccccc12	1	-1.9	-2.3	-15	5	-23	106	4	4
COc1ccc(NC(=O)Cn2ccc3c(OC)cccc3c2=O)cc1	1	-2.4	-3.3	-7	-3	-5	101	2	42
Cc1ccccc1CSc1nnc(C)n1N	-6	-2.6	-2.6	3	10	5	98	4	20
COc1ccc(CN(CC2CCCO2)S(=O)(=O)c2ccc(-n3cnnn3)c(OC)c2)cc1 (stereo not given)	-5	-2.6	-2.2	-6	8	-31	92	4	9
COC(=O)[C@@H]1CCCN1Cc1nc(Cc2ccccc2F)no1	-5	2.2	-1.6	1	-10	-10	94	5	-1
N#CCCN1CCN(S(=O)(=O)c2ccc(S(=O)(=O)N3CCOCC3)cc2)CC1	-8	4.0	0.4	-8	17	8	101	2	-18
CCN1CCN(Cc2ccc(NC(=O)Nc3ccc(SC)cc3)cc2)CC1	-17	-1.2	-2.3	-3	2	18	96	1	-3
C=CCOc1c(Br)cc(C2C3=C(CCCC3=O)N(C)C3=C2C(=O)CCC3)cc1OCC	31	-1.8	-2.8	-4	5	-28	109	3	-15
CCn1ncc(/C=N/N=C2\CCC3C4CCc5cc(O)ccc5C4CCC23C)c1C (stereo not given)	9	-0.9	-2.9	3	2	-7	103	3	2
CCSc1ncc(C#N)c(N)n1	10	-6.4	-4.1	8	12	-5	105	3	6
CCc1nnc(NC(=O)CSc2ccc(-c3ccc(C)cc3)nn2)s1	5	-2.4	-1.3	3	4	-2	104	3	11
CS(=O)(=O)N1CCCC(C(=O)N2CCOCC2)C1 (stereo not given)	-2	-0.9	-2.6	0	7	1	102	5	0
C=CCCCCCCCCC(=O)Nc1ncccn1	4	-4.2	-2.9	-4	6	-19	100	9	33
SMILES	HCV NS3 hel inh	VIM-2 inh	IMP-1 inhibitor	p-CIP stab down	UBC9 SUMO inh	FID counter	MEKK3 PB1 HTS	IDE cell activ	PHOSPHO1 block
Cc1ccc(CC2CC(=O)N(CCc3ccc4c(c3)OCO4)C2=O)cc1 (stereo not given)	-2	-0.3	-1.9	-2	-5	-6	102	-3	-1
Cc1ccc(C(=O)NCc2cccnc2)cc1S(=O)(=O)Nc1ccccc1	0	-1.8	-2.6	-8	14	-7	102	-1	28
O=C(Nc1nc2ccccc2[nH]1)c1ccccc1[N+](=O)[O-]	6	-5.6	-2.8	-9	16	2	100	-6	48
CCOC(=O)N1CCN(C(=O)COC(=O)c2ccc(O)cc2O)CC1	1	-5.5	-5.4	-14	-1	9	106	0	13
Cc1cc(C(=O)Nc2ccc3c(c2)OCCO3)ccc1[N+](=O)[O-]	-1	-0.2	-3.2	-5	-6	3	103	2	3
CC(N=c1ccccn1C(=O)Nc1ccc(Cl)cc1)c1ccco1 (stereo not given)	-2	-3.0	-1.3	-4	2	4	99	·	-6
CC(C)c1cc(NCC2CCCO2)n2c(nc3ccccc32)c1C#N (stereo not given)	-1	9.9*	-1.6	-23	21	-21	99	-1	17
COC1(OC)C(/C=C/c2ccc(Cl)cc2)C(C#N)(C#N)C1(OC)OC (stereo not given)	14	0.5	-2.7	-13	16	-22	100	5	-29
O=C(CN1CCN(C(=O)c2cccs2)CC1)NC1CCCCC1	-3	0.7	-1.0	-11	20	0	81*[inhibitor]	3	11
O=C(O)c1ccc(NS(=O)(=O)c2ccc3nnn(O)c3c2)cc1	-6	0.1	-2.2	-18	27	2	95	2	-6
CC(C(=O)N1CCOCCOCCOCC1)N1C(=O)c2ccccc2C1=O (stereo not given)	-7	-0.2	-2.2	-6	3	-4	104	1	23
CCCCC(=O)Nc1cccc2c1C(=O)N(c1ccccc1)C2=O	0	-3.0	4.0	-5	10	-16	97	0	6
O=C(NCC1CCCO1)c1cc([N+](=O)[O-])ccc1Cl (stereo not given)	7	-5.2	-3.0	6	-2	4	101	1	-5
CN(CC(=O)NCC1CCCO1)S(=O)(=O)c1cc(Cl)ccc1Cl (stereo not given)	-7	-2.5	-4.0	-2	-10	-7	103	-1	-30
O=C(/C(Br)=C/Nc1cc(Cl)ccc1Cl)C(F)(F)F	4	-0.7	-2.0	-7	-3	1	93	-1	-21
CC1CCCCC1NC(=O)C1CCN(S(=O)(=O)c2cccc3nonc23)CC1 (stereo not given)	4	-2.0	-2.3	-9	18	-8	91	1	39
CCc1cc(C(=O)N2CCCC(CNS(=O)(=O)c3cccs3)C2)n(C)n1 (stereo not given)	1	0.5	-2.2	-8	-4	-14	97	4	47
Cc1ccc(S(=O)(=O)NCCOc2cc(C)ccc2C)cc1	1	-2.1	0.3	-4	16	-32	104	2	28
Cn1nc(-c2ccccc2)c(-c2nc(-c3ccc(Cl)cc3)no2)c1Cl	5	-5.1	-6.8	6	-5	4	104	4	21
CC(C)OP(=O)(OC(C)C)C(Nc1ccccc1)c1cccc([N+](=O)[O-])c1 (stereo not given)	-4	-1.9	-2.7	-2	-8	-33	91	·	-47
Cc1nc2ccccc2c(=O)n1NC(=O)Nc1ccccc1	-2	0.9	1.2	-1	-3	-4	100	1	21
O=C(NCc1ccco1)c1ccc2c(=O)n(CC3CCCO3)c(=S)[nH]c2c1 (stereo not given)	7	-2.8	-4.3	5	-5	-11	97	-1	-2
COc1ccc(C(=O)CN2C3=NCCCN3c3ccccc32)cc1OC	0	-0.6	-0.4	-5	5	7	98	2	-3
CCOc1cc(C)c(Cl)cc1S(=O)(=O)N(CC)CC	0	-3.0	-3.4	-11	-7	-11	106	0	24
Cc1ccc(N(CC(=O)N2CCN(c3ccc(F)cc3)CC2)S(=O)(=O)c2c(C)nn(C)c2C)cc1	7	-0.3	-3.1	-3	-4	-1	105	4	9
SMILES	HCV NS3 hel inh	VIM-2 inh	IMP-1 inhibitor	p-CIP stab down	UBC9 SUMO inh	FID counter	MEKK3 PB1 HTS	IDE cell activ	PHOSPHO1 block
Cc1ccc2oc(=O)n(CCCOc3ccccc3)c2c1	-7	0.5	-0.4	3	8	-13	125*	-2	-8
Cc1ccc(NC(=S)NCc2ccc3c(c2)OCO3)cc1C	-1	-2.0	-4.8	-8	4	-5	99	4	-17
CCOC(=O)Cn1cc(C(=O)OC)c2ccccc21	0	-1.7	2.2	-1	7	-3	104	1	-2
O=C(Nc1ccccc1)c1cc(S(=O)(=O)Nc2cccnc2)ccc1Cl	9	-0.2	-1.4	-6	12	-11	105	6	32
CC(C)c1ccc(/C=C/C(=O)N2CCCCCC2)cc1	7	-1.6	-3.1	-5	-5	-14	91	-5	-3
CC(NC(=O)c1ccc(N(C)C)cc1)C1CC2CCC1C2 (stereo not given)	-1	-1.2	-0.5	-7	3	-7	·	2	5
CC1CC(Nc2ccccc2)c2ccccc2N1C(=O)c1ccncc1 (stereo not given)	9	-3.7	-3.8	-7	6	-27	103	-4	4
COc1ccc(Cl)cc1NC(=O)CC1CCCC1	-4	-0.6	-1.4	7	30	-13	97	4	36
CCCn1c(C)cs/c1=N\C(=S)Nc1ccccc1	-9	-0.3	-1.7	5	-6	-10	109	4	7
COCCN1Cc2c(sc(C)c2C)N(C(=O)c2ccccc2)C1	-1	-2.3	-0.1	-2	-4	-1	105	-2	2
COc1cc(C2C(C(=O)c3cc4ccccc4o3)=C(O)C(=O)N2c2cc(C)on2)cc(OC)c1OC (stereo not given)	24	-1.2	-1.7	0	7	-30	106	-3	16
CCOc1ccccc1NC(=O)c1cccc2c1C(=O)N(CCOC)C2	7	1.7	-2.4	-6	9	-23	101	4	-11
Cc1cc(=O)[nH]c(=S)n1-c1ccccc1	0	-2.4	-0.9	-15	8	1	103	-5	7
COC(=O)C(NC(=O)c1ccccc1)(Nc1nc(C)cs1)C(F)(F)F (stereo not given)	-3	-0.4	0.2	-14	4	-4	101	13	-8
COc1ccc(-c2nnc(SCc3nnc(-c4cccs4)o3)n2CC2CCCO2)cc1 (stereo not given)	0	-1.8	-2.4	-8	13	-25	49*[inhibitor]	8	4
Cc1cccc(OCC(=O)Nc2ccc(S(=O)(=O)N3CCN(C)CC3)cc2)c1	-5	-2.0	-3.3	1	10	8	89	0	-4

Single records, from the list above. Order of screens: HCV NS3 hel inh, VIM-2 inh, IMP-1 inhibitor, p-CIP stab down, UBC9 SUMO inh, FID counter, MEKK3 PB1 HTS, IDE cell activ, PHOSPHO1 block
Results for COc1cc(C2C(C(=O)c3cc4ccccc4o3)=C(O)C(=O)N2c2cc(C)on2)cc(OC)c1OC (stereo not given) = 24, -1.2, -1.7, 0, 7, -30, 106, -3, 16
Results for CC(NC(=O)c1ccc(N(C)C)cc1)C1CC2CCC1C2 (stereo not given) = -1, -1.2, -0.5, -7, 3, -7, ·, 2, 5
Results for CCOc1ccccc1NC(=O)c1cccc2c1C(=O)N(CCOC)C2 = 7, 1.7, -2.4, -6, 9, -23, 101, 4, -11
